CaV13 ICDI inh = Disruptors of the CACNA1D IQ motif to Ca2+-dependent inactivation inhibitor domain association, primary screening, Förster resonance energy transfer in intact living …; HEK cells, CFP/YFP FRET ICDI-IQ, plate reader, 10 min; percent FRET-ratio fall versus neutral wells; inhibition, % at 12.3 µM; 340,000 tested, 0.098% active;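 active means mean replicate inhibition of at least 30% and at least 1% of replicates passing that level; inconclusive means only one of the two criteria is met; inactive means neither criterion is met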;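 further: 0% = median of the neutral control wells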
ABCB6 inh MLPCN = ABCB6 transporter inhibitors, primary screen, K562-ABCB6 cells, flow cytometry, MLPCN library | AID 602162, 2011 | K562-ABCB6 porphyrin accumulation, 1 h; active compounds read low | fluorescence ratio to DMSO, % at 10 µM | 360,000 tested, 0.19% active | ATP-binding cassette sub-family B member 6 (Homo sapiens), Q9NP58;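 active means fluorescence ratio to DMSO below 75%, the collection mean minus 3 SD; inconclusive means too few cells collected in the well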;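 further: signal is porphyrin accumulated inside mitochondria; 100% equals median channel fluorescence of DMSO control wells; lower ratio means ABCB6 inhibition with less porphyrin fluorescence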
Cardio protect = cardioprotection against H2O2-induced cell death, primary screen, uHTS, H9c2 cells, ATPLite luminescence. H9c2 cardiomyocytes, H2O2 injury protection, 2 h. protection from H2O2 cell death, % at 20 µM. 360,000 tested, 0.63% active;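 active means compounds giving at least 50% protection of heart cells from peroxide-induced death in the single-dose screen, raw or plate-pattern-corrected value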;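 further: 0% = DMSO wells with peroxide and 100% = DMSO wells without peroxide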
MC4R ag barr = MC4R agonists recruiting beta-arrestin, primary screen, cell-based, luminescence, agonist arm of biased-ligand search; Melanocortin receptor 4 (Homo sapiens), P32245; U2OS MC4R beta-arrestin complementation; percent of melanotan II response, DMSO zero; AID 540308, 2011; activation, % at 8.9 µM; 360,000 tested, 0.98% active;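 active means activation above a per-plate cutoff, the mean activation of sample wells on that plate plus 3 SD, cut at about 8% in these data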
Target sequence (P32245 whole entry, looked up): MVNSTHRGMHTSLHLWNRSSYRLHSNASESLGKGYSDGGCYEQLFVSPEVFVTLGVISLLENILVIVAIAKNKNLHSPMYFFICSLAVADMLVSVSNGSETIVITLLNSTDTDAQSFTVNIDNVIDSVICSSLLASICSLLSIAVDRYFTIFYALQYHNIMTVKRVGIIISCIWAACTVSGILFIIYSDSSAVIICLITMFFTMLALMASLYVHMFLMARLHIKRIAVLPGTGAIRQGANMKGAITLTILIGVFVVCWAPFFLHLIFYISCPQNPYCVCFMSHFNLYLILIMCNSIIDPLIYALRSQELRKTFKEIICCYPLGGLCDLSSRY
MC4R antagonist = MC4R antagonists of cAMP signaling, primary screen, cell-based, TR-FRET, antagonist arm of biased-ligand search; inhibition, % at 6.5 µM; Melanocortin receptor 4 (Homo sapiens), P32245; 360,000 tested, 0.48% active; MC4R-expressing cells, MTII-stimulated cAMP, LANCE TR-FRET;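 active means inhibition above its plate's cutoff, the mean of tested wells on that plate plus 3 SD, cut at about 29% in these data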;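 further: 0% = Melanotan II alone and 100% = Melanotan II plus saturating MCL0020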
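Material – human MC4R-expressing U2OS cells · Repeats – no replicates · Detection – TR-FRET with Eu-cAMP and labeled anti-cAMP, 671 nm · Times – compound 30 min, challenge 1 h, detection 1 h · Compound – single nominal compound dose of 6.5 µM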
aDG glyco up = activators of alpha-DG glycosylation, primary screen, uHTS, Pro5-aDG cells, AlphaScreen; alpha-DG glycosylation AlphaScreen (IIH6); 0% Pro5, 100% B10-LARGE cell signal; activation, % at 10 µM; 360,000 tested, 0.22% active; AID 624168, 2012;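 active means activation of at least 8% versus controls, or a plate z-score of at least 8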;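 further: Pro5 are CHO cells carrying HIG-tagged alpha-DG that lacks glycosylation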
Vif inh = HIV Vif self-association inhibitors, primary screen, imaging, HEK293T, single point. HEK293T cells, Vif self-association by quenched fluorescence, 24 h. inhibition, % at 7.49 µM. 340,000 tested, 0.35% active. AID 602346, 2012; in the data active means inhibition above about 50%, passing the limit was not always enough; inconclusive means no clear call, values can overlap the other calls; inactive means below about 31%; further: some results filed as inactive read as strong as hits
PDI inh = inhibitors of human PDI, primary screen, biochemical, turbidity, single point, plate reader | Protein disulfide-isomerase (Homo sapiens), P07237 | PDI insulin aggregation turbidity, A650, 90 min | inhibition, % at 10 µM | 350,000 tested, 0.052% active;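 active means mean inhibition across replicates of 30% or more, whatever share of single replicates reach that level; inconclusive means mean inhibition below 30% while every single replicate reaches 30%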;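 further: absorbance from insulin aggregation driven by PDI reduction with DTT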
HTR2A ag = mouse Htr2a agonists via beta-arrestin recruitment, primary screen, cell-based, luminescence. activation, % at 7.6 µM. 5-hydroxytryptamine receptor 2A (Mus musculus), P35363. CHO-K1 mHTR2A beta-arrestin complementation; percent of 30 µM serotonin response. 360,000 tested, 0.66% active;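 active means activation above a run cutoff, the mean activation of all tested compounds plus 3 SD, cut at about 14% in these data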;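 further: 0% = plate median of compound wells and 100% = 30 µM serotonin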
Target sequence (P35363 whole entry, looked up): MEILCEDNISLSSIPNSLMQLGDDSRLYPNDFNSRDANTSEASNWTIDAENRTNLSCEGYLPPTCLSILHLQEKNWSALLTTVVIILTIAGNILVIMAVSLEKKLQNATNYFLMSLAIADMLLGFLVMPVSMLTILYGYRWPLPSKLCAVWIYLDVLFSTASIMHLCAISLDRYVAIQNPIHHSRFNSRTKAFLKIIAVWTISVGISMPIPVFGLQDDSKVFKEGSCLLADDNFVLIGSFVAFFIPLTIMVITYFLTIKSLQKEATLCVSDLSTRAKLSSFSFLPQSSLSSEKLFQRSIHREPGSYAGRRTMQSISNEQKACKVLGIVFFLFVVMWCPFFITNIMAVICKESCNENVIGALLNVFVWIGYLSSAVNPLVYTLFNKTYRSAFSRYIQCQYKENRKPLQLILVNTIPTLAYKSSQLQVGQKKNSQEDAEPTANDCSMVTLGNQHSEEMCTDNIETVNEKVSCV
N-glyco inh = increase of ERlucT glycosylation luciferase signal, primary screen, N-linked glycosylation inhibitor project, D54 ERlucT cells, luminescence, set 2; reporter increase, % at 12.5 µM; 360,000 tested, 0.23% active; AID 588692, 2011; D54 ERlucT glycosylation luciferase reporter, 24 h; percent of 100 nM tunicamycin response;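 active means mean luciferase reporter signal, scaled so untreated is 0 and the glycosylation-blocking control 100, at or above a set limit in every replicate; inconclusive means mean reaches the limit but not every replicate does; inactive means mean below the limit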;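 further: luciferase carries N-glycosylation sites so blocking glycosylation raises the light; 0% = median of neutral control wells and 100% = median of 100 nM tunicamycin wells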
Numbers without * were called inactive; ? = inconclusive; / = no result given; & = joins results of further samples.

compound,CaV13 ICDI inh,ABCB6 inh MLPCN,Cardio protect,MC4R ag barr,MC4R antagonist,aDG glyco up,Vif inh,PDI inh,HTR2A ag,N-glyco inh
O=C(c1ccc([N+](=O)[O-])cc1)N1CCN(c2cccc3[nH]ccc23)CC1,-4.6,101.0,-3.7,-0.9,0.3,-0.2,6.4,10.0,-1.9,0.5
CCC(C)n1c(OC)nc2c1c(=O)n(C)c(=O)n2C (centres undefined),-4.5,102.0,-4.7,0.2,16.7,0.0,-2.7,1.2,4.0,0.5
COc1cc2ccccc2cc1C(=O)N1CCN(c2ccccn2)CC1,-4.3,86.0,-7.9,0.0,-2.6,-0.1,4.8,-7.5,-3.6,1.5
O=C1OCCN1C(=O)[C@H]1[C@H](c2ccc(F)cc2)C(c2ccc(F)cc2)=NN1c1ccccc1,-5.2,96.0,13.6,2.5,15.3,-0.1,-3.6,6.8,-2.2,1.7
CCSc1nc(=S)n(CC)c(C)c1C(C)=O,-7.0,92.0,1.2,-1.2,11.5,0.2,-5.2,0.1,-5.2,0.9
O=C(NCCc1ccccc1)C1CCCN(C(=O)Nc2ccc(F)cc2)C1 (centres undefined),-4.1,87.0,5.6,0.9,-0.7,-0.1,20.0,10.9,7.9,1.3
COc1cccc(CNS(=O)(=O)c2ccc3c(c2)CC(C)N3C(C)=O)c1 (centres undefined),-7.0,97.0,-5.7,-2.3,20.2,0.1,0.5,1.8,2.5,0.0
CCn1cc(C(=O)N[C@@H](CCSC)C(=O)NCCCN2CCOCC2)c(=O)c2cc3c(cc21)OCO3,-3.7,100.0,8.3,1.9,17.4,1.9,-3.7,0.5,-3.8,3.2
CC1CCN(C(=O)CN2C(=O)NC3(CCCc4ccccc43)C2=O)CC1 (centres undefined),-5.9,96.0,-2.2,1.0,2.3,0.9,-3.0,-7.0,-2.5,0.0
COc1ccc(C2=NCC(CSc3nccc(=O)[nH]3)S2)cc1 (centres undefined),-1.2,91.0,-1.8,1.2,8.3,-0.2,8.8,4.8,2.5,0.9
O=C(O)c1ccccc1NC1CCCCC1NS(=O)(=O)c1ccccc1 (centres undefined),-14.7,104.0,-1.0,-2.4,-2.1,0.0,2.3,0.7,4.9,-1.2
Cc1ccc(S(=O)(=O)NC(=NC(C)C)c2ccccc2)cc1,-6.9,104.0,8.5,-2.2,4.2,0.1,38.7,-6.2,0.3,2.8
COc1ccccc1-c1nc(C#N)c(N2CC(C)CC(C)C2)o1 (centres undefined),2.7,100.0,-3.5,-1.7,9.1,-0.4,3.9,-10.2,-1.4,-2.3
O=C(Nc1cccc(S(=O)(=O)N2CCCC2)c1)c1ccc2ccccc2n1,0.2,97.0,-5.3,0.7,17.6,0.5,-18.2,3.6,-1.3,-5.0
CCOc1ccc(C2/C(=C(\O)c3ccc4c(c3)OCCO4)C(=O)C(=O)N2Cc2cccnc2)cc1OCC (centres undefined),-2.5,98.0,-0.5,-1.1,-3.2,-0.2,-0.5,1.1,-0.6,-1.1

Continuation.
compound,CaV13 ICDI inh,ABCB6 inh MLPCN,Cardio protect,MC4R ag barr,MC4R antagonist,aDG glyco up,Vif inh,PDI inh,HTR2A ag,N-glyco inh
O=C(c1ccccn1)N1CCCC(N2CCN(c3ccc(F)cc3)CC2)C1 (centres undefined),-1.9,104.0,6.5,-2.9,1.0,-0.2,2.4,26.0,-5.5,1.3
O=C1CSC2(CCCCC2)N1CCO,-5.2,99.0,-4.9,0.1,-1.7,-0.3,-0.3,-1.7,1.4,1.1
Cc1ccc(SCC(=O)NN=C2CCN(C)CC2)cc1,-1.8,101.0,-1.7,0.3,-2.4,0.0,6.9,3.6,2.8,1.8
CCCCn1c(SCC(=O)NCc2ccco2)nc2c(sc3ccccc32)c1=O,-5.7,91.0,9.6,3.6,-1.9,0.0,-18.7,-0.1,-1.4,0.7
Cc1ccc(C(=O)CC(C(=O)O)n2cncn2)cc1 (centres undefined),-11.1,94.0,-6.1,-2.1,3.5,0.0,-4.0,19.4,-1.4,0.5
O=c1cc(Nc2cccc(Br)c2)[nH]c(=O)[nH]1,1.2,99.0,-0.8,1.8,-5.0,0.1,-1.9,13.6,1.5,2.3
COc1cc(NC(=O)Cn2c(C)cc3ccccc3c2=O)cc(OC)c1OC,-5.3,102.0,-7.8,-1.6,15.1,-0.1,20.3,3.3,-1.0,3.1
CC(C)c1ccc(NC(=O)C(c2ccccc2)N2CC(=O)Nc3ccccc32)cc1 (centres undefined),-6.2,95.0,-4.6,1.3,19.6,-0.4,2.0,-17.1,-3.3,-2.2
Clc1cccc(CN2CCCCCC2)c1Cl,0.1,97.0,-6.6,0.1,8.6,-0.1,-3.6,3.7,2.4,1.2
Brc1ccc2c(c1)OCCOCCOCCOCCOCCOCCO2,-2.1,100.0,0.3,1.0,-8.3,-0.3,5.4,2.1,-0.2,0.5
COc1cc(C(=O)NC2CCN(C)CC2)ccc1Nc1ncc2c(n1)N(C1CCC(O)CC1)CCC(=O)N2C (centres undefined),/,97.0,1.7,-1.9,-4.1,-0.4,-3.9,-9.7,0.6,7.8
O=c1[nH]c(NCCO)c(N=Cc2ccccc2)c(=O)[nH]1,28.5,102.0,4.2,-0.2,-1.7,-0.1,-1.4,5.8,0.9,1.3
Oc1csc(Cc2nc(-c3ccc(Br)cc3)cs2)n1,-6.0,108.0,-6.8,1.7,9.5,-0.9,5.7,3.2,3.5,1.4
COc1ccc(NC(=O)c2csc3c2CCCC3)cc1,-7.7,97.0,-13.2,-2.0,-4.5,0.1,/,-5.9,-6.0,-7.9
CC1=NN(C(C#N)c2ccccc2)C(C)(C)C1 (centres undefined),0.6,100.0,4.8,2.4,6.2,0.2,7.8,-10.5,-0.3,1.8

Going on with the list:
compound,CaV13 ICDI inh,ABCB6 inh MLPCN,Cardio protect,MC4R ag barr,MC4R antagonist,aDG glyco up,Vif inh,PDI inh,HTR2A ag,N-glyco inh
C#CCOCCOCCOCCNc1nc(N2CCN(C(=O)[C@H](CCCCN)n3cc(CN)nn3)CC2)nc(N2CCN(C(=O)[C@H](CO)n3cc([C@@H](N)C(C)C)nn3)CC2)n1,-10.0,97.0,0.5,-0.3,6.0,0.6,-10.0,1.7,0.5,2.3
Cc1ccc(NC(=O)CSc2nnnn2-c2cccnc2)c(C)c1,-2.7,95.0,-4.3,-0.6,3.9,0.1,?,-5.8,0.6,-0.2
COc1ccc(C(=O)c2c(N)sc3c2CCN(C)C3)cc1,-4.9,101.0,-0.1,-0.5,-1.7,0.1,13.0,10.9,2.1,-1.9
O=C(NCc1ccccc1)C(c1cccnc1)N(C(=O)c1ccccn1)c1ccc(F)cc1 (centres undefined),-3.5,98.0,11.9,-2.2,1.5,-0.1,19.8,0.9,-0.1,-0.1
CCOC(=O)N1CCN(C(=O)c2cc3c(=O)n(C)c4ccccc4c3n2C)CC1,5.0,97.0,10.7,0.1,2.1,0.0,3.0,/,1.4,-1.8
COc1ccc(Nc2cc(Cl)nc(N)n2)cc1,8.9,105.0,-9.7,-2.5,-2.3,0.1,15.0,0.0,-1.3,-1.8
Cc1ccc(C(=O)C(C)OC(=O)Cc2n[nH]c(=O)c3ccccc23)cc1 (centres undefined),-14.6,96.0,11.6,1.1,5.2,0.0,2.6,-5.4,0.8,6.3
Cc1ccc(OCC(=O)N2CCCc3ccccc32)cc1,/,104.0,-5.7,2.2,12.2,-0.1,-0.5,0.2,0.9,0.4
CCCCn1c(N)c(N(CC(C)C)C(=O)C(C)SCc2nc3sc(C)c(C)c3c(=O)[nH]2)c(=O)[nH]c1=O (centres undefined),-7.2,101.0,27.2,-0.9,2.8,0.0,12.1,-2.4,12.9,0.7
COCCN1C(=O)C(O)=C(C(C)=O)C1c1ccc(OC)c(OC)c1 (centres undefined),-5.6,110.0,-6.1,2.2,4.6,0.0,-18.4,-4.7,0.1,1.4
COc1cc(NC(=O)c2cc(C)on2)cc(C(=O)Nc2cccc(C(F)(F)F)c2)c1,-3.9&-9.6,101.0&97.0,7.2&-1.0,3.5&2.3,9.1&2.0,0.5&1.2,-16.2&-8.6,9.3&7.4,-4.9&-4.3,-4.8&0.0
O=C(OCc1ccccc1)/C(=C/c1cccc([N+](=O)[O-])c1)NC(=O)c1ccco1,-3.5,100.0,-0.5,0.2,-0.1,0.0,/,-2.7,-1.1,1.7
CCc1c(C(=O)Nc2cc(C)ccc2OC)[nH]c(C)c1C(C)=O,-5.4,94.0,-4.3,11.4*,2.7,0.0,1.3,2.7,-0.4,3.0
Cc1cccc(OCC(=O)Nc2ccc(S(=O)(=O)Nc3ccccn3)cc2)c1,6.7,92.0,-7.3,-1.2,2.8,0.8,-5.3,-0.6,-2.8,-1.5
CCC(O)(c1ccc(OC)cc1)C(CN1CCOCC1)c1ccccc1 (centres undefined),-5.8,102.0,-2.3,0.6,21.5,0.9,-4.3,3.7,-5.5,-1.2
COC(CNC(=O)C(=O)Nc1cc2c3c(c1)CCN3C(=O)CC2)OC,-3.5,93.0,-1.8,-1.3,-1.6,-0.1,18.7,-1.5,-3.2,3.8
O=C(NCC1CCCO1)c1ccccc1-c1nc(-c2ccc(F)cc2)no1 (centres undefined),-4.8,99.0,-3.5,0.2,-1.8,-0.3,2.9,2.9,3.6,-0.8

Bioassay records: PubChem BioAssay, several laboratories
